# Screening data as filed in PubChem BioAssay.
# aSyn tox rescue = qHTS of alpha-syn Inhibitors: NCGC Sytravon Library Screen. S. cerevisiae alpha-synuclein toxicity rescue, BacTiter-Glo growth, 24 h. Potency, µM (titrated, usually from 46.1 µM), for inactives: top-dose growth rescue (activation), most hits filed as activators. actives 0.02% (n = 94,000); active = well fitted activation curve with a large enough effect; also: 0% is about no effect
#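 Growth restoration measured by BacTiter-Glo luminescence after 24 hr at 30 deg C; alpha-synuclein yeast, raffinose-pregrown to mid-log, were added at OD600=0.02 in galactose medium onto pinned compounds.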
# The depositor's hits bear a star; & = joins results of further samples; [ ] = dose if it differs, or a comment. Potency is read from the fitted curve at half-maximal effect.
cpd	SMILES	aSyn tox rescue
1	COc1ccccc1N1CCN(C(c2cccs2)C(C)NC(=O)c2cccnc2)CC1 (stereo not given)	-10%
2	COc1ccc(C(C)=O)cc1CSc1nc(NCCc2ccccc2)c2ccccc2n1	-7%
3	C/C(=N\NC(=O)C(N)=O)c1cccc(C(F)(F)F)c1	-9%
4	Cc1ccc(S(=O)(=O)N2CCOCC2)cc1C(=O)NCc1cccs1	5%
5	COc1ccc(CC2(CO)CCN(Cc3ccc(NC(C)=O)cc3)CC2)cc1	15%
6	CCOc1ccc(NC(=O)CCc2c(C)nc3c(c(C)nn3-c3ccccc3)c2C)cc1	-4%
7	COc1ccc(NC(=O)c2cc3c(=O)n(Cc4cccs4)ccc3nc2C)c(OC)c1	-9%
8	Cc1cc(C)c(Cn2c(=O)n(CCCCCC(=O)NCc3ccc4c(c3)OCO4)c(=O)c3sccc32)c(C)c1	-3%
9	COc1ccc(CCNc2oc(-c3ccc(C)cc3)nc2C#N)cc1OC	-5%
10	Cc1nn2c(=O)cc(COC(=O)c3ccc(C(C)(C)C)cc3)nc2s1	-12%
11	Cc1nc2nc(NC(=O)c3ccc(C(C)(C)C)cc3)[nH]n2c(=O)c1Cl	-8%
12	N/N=C1\CCCc2c1[nH]c1ccc([N+](=O)[O-])cc21	-10%

# Reprinted from the part before: 2 compounds, followed by the next part.
cpd	SMILES	aSyn tox rescue
11	Cc1nc2nc(NC(=O)c3ccc(C(C)(C)C)cc3)[nH]n2c(=O)c1Cl	-8%
12	N/N=C1\CCCc2c1[nH]c1ccc([N+](=O)[O-])cc21	-10%
13	O=C(CN1C(=O)COc2ccc(S(=O)(=O)N3CCCC3)cc21)NCCc1ccc(Cl)cc1	-4%
14	COc1cccc(C(c2sc3nc(C)nn3c2O)N2CCc3ccccc3C2)c1 (stereo not given)	4%
15	COc1ccc(-c2cc(=O)c3ccc(O)cc3o2)cc1	6%
16	COC(=O)c1c(C)sc(-c2c(-c3ccc4c(c3)OCCO4)[nH]c3[nH]c(=O)[nH]c(=O)c23)c1O	2%
17	Cc1ccc(NC(=O)C(=O)NN=C2CCCC2)cc1C	1%
18	C(#CSCc1ccccc1)SCc1ccccc1	-3%
19	Cc1cc(C)c2nc(NNC(=O)c3ccc(S(=O)(=O)N4CCCC(C)C4)cc3)sc2c1 (stereo not given)	-5%
20	Cc1ccc(CSc2ncc(Cl)c(C(=O)Nc3nc4ccc(C)cc4s3)n2)cc1	5%
21	CCN(Cc1ccncc1)C(=S)Nc1ccccc1	6%
22	COc1ccc(-c2cc(C)no2)cc1S(=O)(=O)N1CCN(c2ccc(C(C)=O)cc2)CC1	1%
23	CCOC(=O)c1c(C)[nH]c(C)c1S(=O)(=O)N1CCCC(C(=O)N2CCN(c3cccc(Cl)c3)CC2)C1 (stereo not given)	-2%
24	Cn1c(=O)c(=O)n(C)c2cc(N3CCCC3)c(NC(=O)c3ccc(C(C)(C)C)cc3)cc21	-11%
25	Cc1nc2sc(C(=O)c3ccccc3)c(N)c2c(C)c1C	0%
26	Cc1cccc(NC(=O)c2ccc3[nH]c(C)cc(=O)c3c2)c1	-2%
27	CCOC(=O)c1c(C)oc2nc(C)nc(NCC3CCN(Cc4ccc(Cl)cc4)CC3)c12	-4%
28	CNS(=O)(=O)c1cccc(C(=O)OCC(=O)Nc2ccc(Cl)cn2)c1	-11%
29	COC(=O)c1ccc(NC(=O)CC2C(=O)N(c3ccccc3)C(=O)N2Cc2ccco2)cc1 (stereo not given)	-3%
30	Cc1ccc2cccc(OCc3nnc(SCC(=O)O)n3C)c2n1	-9%
31	CN(C)c1ccc(C(CNS(=O)(=O)c2ccc(Cl)cc2)N2CCCC2)cc1 (stereo not given)	-7%
32	O=C(/C=C/Nc1ccccc1O)c1ccco1	-7%
33	CCc1noc(C)c1C(=O)NNC(=O)c1ccc(Br)cc1	-2%
34	O=C(CNC(=O)c1ccccc1F)OCc1cc(=O)n2ccsc2n1	-1%
35	O=C(CN1CCN(S(=O)(=O)c2ccc3c(c2)OCCO3)CC1)Nc1cccc(F)c1	6%
36	Cc1ccc(C(=O)NCC(=O)NCC(=O)OCC(=O)c2cccs2)cc1	-6%
37	CCN(Cc1ccccc1)S(=O)(=O)CCNC(=O)c1ccc(OC)cc1	0%
38	COc1ccc(N(Cc2cc3cccc(C)c3[nH]c2=O)C(=O)c2cccc(Cl)c2)cc1	12%
39	CSCCC(NC(=O)c1ccccc1Cl)C(=O)NNC(=O)c1ccccc1O (stereo not given)	-2%
40	O=C(c1cc(-c2ccccc2O)on1)N1CCCC1	7%
41	CSc1ncccc1C(=O)OC(C)C(=O)Nc1ccc2c(c1)OCCO2 (stereo not given)	0%
42	Cc1cc(C)cc(OCCCn2c(CCNC(=O)C3CCCCC3)nc3ccccc32)c1	2%
43	COc1ccc(CNC(=O)CCn2nc(C)c3c(C)n(-c4ccccc4)nc3c2=O)cc1OC	-7%
44	COc1ccc(NC(=O)c2cccc(N3CCCS3(=O)=O)c2)cc1OC	-7%
45	CCc1ccc(NC(=O)CN2C(=O)CCSc3ccccc32)cc1	6%
46	Cc1cccc(CC2S/C(=N/c3cccc(C)n3)NC2=O)c1 (stereo not given)	-11%
47	CCOC(=O)C1CCCN(C(=O)c2nn(-c3ccc(C)cc3)c(=O)c3c2c2ccccc2n3C)C1 (stereo not given)	-4%
48	CCCCCC(=O)N1C[C@H](O)[C@@H](n2cc(-c3ccc(F)cc3)nn2)C[C@@H]1c1ccc(C)cc1	5%

# The list goes on, overlapping the part above by six compounds.
cpd	SMILES	aSyn tox rescue
43	COc1ccc(CNC(=O)CCn2nc(C)c3c(C)n(-c4ccccc4)nc3c2=O)cc1OC	-7%
44	COc1ccc(NC(=O)c2cccc(N3CCCS3(=O)=O)c2)cc1OC	-7%
45	CCc1ccc(NC(=O)CN2C(=O)CCSc3ccccc32)cc1	6%
46	Cc1cccc(CC2S/C(=N/c3cccc(C)n3)NC2=O)c1 (stereo not given)	-11%
47	CCOC(=O)C1CCCN(C(=O)c2nn(-c3ccc(C)cc3)c(=O)c3c2c2ccccc2n3C)C1 (stereo not given)	-4%
48	CCCCCC(=O)N1C[C@H](O)[C@@H](n2cc(-c3ccc(F)cc3)nn2)C[C@@H]1c1ccc(C)cc1	5%
49	O=C(COc1ccccc1)Nc1c2c(nn1-c1ccc(F)cc1)CS(=O)C2 (stereo not given)	-8%
50	C=CCN(CC=C)C(=O)CCc1nnc(CCc2c[nH]c3ccccc23)o1	-5%
51	COc1ccc(NC(=O)COC(=O)Cc2cccs2)cc1OC	-1%
52	O=C(CSc1nnc(COc2ccc(Cl)cc2)o1)Nc1ccc(N2CCOCC2)cc1	6%
53	O=C1CSC2(C(=O)N(Cc3ccccc3)c3ccccc32)N1c1ccc(Cl)cc1 (stereo not given)	0%
54	Cc1ccc(C(=O)OCC(=O)NC2CCCCCCC2)cc1C	11%
55	Cc1cccc(C(=O)OCC(=O)c2c(N)n(CC(C)C)c(=O)n(C)c2=O)c1O	-2%
56	FC(F)(F)C(F)(F)C(F)(F)c1nc2nc(Cl)c(Cl)nc2[nH]1	-21%
57	CCCN(CCC)CCCNC(=O)Cn1ncc2c3ccccc3n(Cc3ccc(F)cc3)c2c1=O	3%
58	COCCn1c(C)cc(O)c(C(c2ccc(F)cc2)N2CCN(c3ccccc3)CC2)c1=O (stereo not given)	3%
59	CCCNC(=O)CSc1cn(CC(=O)N2CCCCCC2)c2ccccc12	1%
60	CC1CCCC(NC(=O)/C=C/c2c(F)cccc2Cl)C1C (stereo not given)	-7%

# Molecules listed so far that have a furan ring, fused or not, in the order listed:
cpd	SMILES	aSyn tox rescue
27	CCOC(=O)c1c(C)oc2nc(C)nc(NCC3CCN(Cc4ccc(Cl)cc4)CC3)c12	-4%
29	COC(=O)c1ccc(NC(=O)CC2C(=O)N(c3ccccc3)C(=O)N2Cc2ccco2)cc1 (stereo not given)	-3%
32	O=C(/C=C/Nc1ccccc1O)c1ccco1	-7%

# Later entries.
cpd	SMILES	aSyn tox rescue
61	O=C(NCC(c1ccc2c(c1)OCO2)N1CCOCC1)C(=O)Nc1ccc(Cl)cc1 (stereo not given)	1%
62	COc1ccc(C2=NS(=O)(=O)N(C)C(C(=O)NCc3ccccc3)=C2)cc1OC	6%&0%
63	N#CC1C(=O)Nc2cccnc21 (stereo not given)	-5%
64	CCOc1ccc(OCC)c(NC(=O)CCc2c(C)nc3c(c2C)c(=O)n(C)c(=O)n3C)c1	1%
65	COc1ccc(CCn2c(=O)c3cccnc3n(CC(=O)Nc3c(C)cccc3C)c2=O)cc1OC	0%
66	CCOC(=O)C1=C(CC)Nc2ccccc2N/C1=N\S(=O)(=O)c1cc(Br)ccc1Br	-33%[inhibitor]
67	NC(=O)C1(N2CCCCC2)CCN(S(=O)(=O)c2cc(Cl)sc2Cl)CC1	2%
68	O=C(O)COCC(=O)Nc1ccc(-n2nc(C(F)(F)F)cc2-c2cccs2)cc1	-4%
69	COc1ccc(-n2c(=O)c3sc4ccccc4c3n(Cc3ccccc3)c2=O)cc1	-2%
70	COCCNC(=O)c1cc2nc(-c3ccccc3)cc(C)n2n1	8%
71	COC(=O)c1ccc(NC(=O)C(=O)NCCc2sc3nc(-c4ccc(OC)cc4)nn3c2C)cc1	1%
72	O=C(NN1CCN(Cc2ccccc2)CC1)c1ccc(Cl)cc1	5%

# The closing two records of the section before come first, to join the parts:
cpd	SMILES	aSyn tox rescue
71	COC(=O)c1ccc(NC(=O)C(=O)NCCc2sc3nc(-c4ccc(OC)cc4)nn3c2C)cc1	1%
72	O=C(NN1CCN(Cc2ccccc2)CC1)c1ccc(Cl)cc1	5%
73	COc1ccc(-c2cc(-c3ccc4c(c3)NC(=O)CO4)nc3c2COc2ccc(F)cc2-3)cc1	-1%
74	CN(CC(=O)Nc1ccc(N2CCOCC2)cc1)C(=O)CCCOc1ccc(Cl)cc1Cl	27%
75	Cc1ccc(NC(=O)Cn2c(=O)n(Cc3ccco3)c(=O)c3ccccc32)cc1	6%
76	CCOc1ccc2c(CC)cc(=O)oc2c1OCC	3%
77	CCN(Cc1ccccc1)Cc1c(O)ccc2c(=O)c(-c3ccc(Cl)cc3)coc12	4%
78	CCn1cc(CNC(=O)CSc2nc(-c3ccc(OC)c(OC)c3)cc(C(F)(F)F)n2)c(C)n1	-5%
79	COC(=O)c1ccc(NC(=O)CSc2cn(CC(=O)N3CCCCC3)c3ccccc23)cc1	-5%
80	CN(CC(=O)Nc1cccc(F)c1)C(=O)c1cc(-c2ccccc2)nc2ccccc12	-6%
81	CCOC(=O)c1cc(-c2ccc(F)cc2)n(CCC(=O)Nc2nc3ccc(OC)cc3s2)c1C	17%
82	CCC(=O)Nc1c(C(=O)N2CCN(c3ccc(F)cc3)CC2)oc2ccccc12	1%
83	O=C(Cn1cc(S(=O)(=O)N2CCCC2)c(S(=O)(=O)N2CCCC2)c1)Nc1ccc(F)cc1	4%
84	C=CCN(c1ccccc1C(=O)O)S(=O)(=O)c1ccc(C)cc1	-6%
85	COCOCCn1cc(CN2CCS(=O)(=O)N(Cc3ccc(-c4cccc(CO)c4)cc3)C(C(C)C)C2=O)nn1 (stereo not given)	-4%
86	O=C(COCc1cc(-c2ccco2)on1)Nc1ccc(OC(F)(F)F)cc1	-8%
87	Cn1c(=O)c2c(nc(SCC(=O)NC3CCCC3)n2C)n(C)c1=O	-7%
88	CCc1ccccc1N(C)C(=O)Cn1cnc2sc(C)c(S(=O)(=O)N3CCN(c4ncccn4)CC3)c2c1=O	-1%
89	Cc1cccc(NC(=O)CSc2nnc(Cc3ccccc3)o2)c1	-19%
90	Cc1occc1C(=O)N/N=C/C(Br)=C/c1ccccc1	0%
91	CCOc1ccc(S(=O)(=O)Nc2cc(Cl)ccc2OC)c2cccnc12	7%
92	COc1ccc(Cl)cc1NC(=O)C1CCN(S(=O)(=O)c2ccc3c(c2)CCCN3C(=O)C2CCC2)CC1	4%
93	Cc1cccc(Cn2c(SCC(=O)Nc3ccccc3)nc3c2c(=O)[nH]c(=O)n3C)c1	-2%
94	CCOc1ccc(CCNC(=O)c2cc(=O)[nH]c3ccc(S(=O)(=O)N4CCCCC4C)cc23)cc1OCC (stereo not given)	4%
95	Cc1ccc(S(=O)(=O)NCC(c2ccc(N(C)C)cc2)N2CCc3ccccc32)cc1C (stereo not given)	-1%
96	COc1cc2c3nc4n(c(=O)c3n(CC(=O)N3CCCC3)c2cc1OC)CCS4	-5%

# Some of the compounds tested; count on the stated rates, not on these rows.
